Screening data as filed in PubChem BioAssay.
NR2E3 ag-1: human photoreceptor-specific nuclear receptor agonism | CHO-S Gal4-NCOR/VP16-NR2E3 two-hybrid, luciferase | AID 602229 | Q9Y5X4 | inhibition of corepressor binding, % at 3.98 µM | 360,000 compounds, 0.35% hits;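 active means inhibition above the mean of all tested compounds plus 3 SD, cut at about 70% in these data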;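 further: 0% = DMSO with NR2E3 transfected cells and 100% = cells lacking NR2E3 construct; higher means lower luciferase signal from less NR2E3 corepressor binding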
Target sequence (Q9Y5X4 whole entry, looked up, the tested form may be a part): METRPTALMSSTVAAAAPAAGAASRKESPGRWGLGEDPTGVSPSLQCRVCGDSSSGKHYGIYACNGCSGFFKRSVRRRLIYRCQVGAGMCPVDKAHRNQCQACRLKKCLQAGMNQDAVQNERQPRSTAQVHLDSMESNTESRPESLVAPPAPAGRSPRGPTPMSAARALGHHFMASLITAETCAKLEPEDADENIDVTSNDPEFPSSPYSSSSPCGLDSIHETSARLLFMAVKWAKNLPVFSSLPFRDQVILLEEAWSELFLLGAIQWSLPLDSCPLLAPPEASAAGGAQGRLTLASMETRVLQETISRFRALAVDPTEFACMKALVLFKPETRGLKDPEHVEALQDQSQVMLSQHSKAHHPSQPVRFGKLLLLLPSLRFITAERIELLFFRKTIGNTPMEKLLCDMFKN
HIF-2a block: blocks HIF-2a reporter activity. 786-0 RCC cells HIF-2a reporter, luciferase luminescence, overnight. inhibition, % at 18.8 µM. 360,000 compounds, 0.72% hits. AID 624352;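 active means inhibition of the luminescence signal of 40% or more relative to plate controls, in a single-dose primary screen at 18.75 µM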
NR2E3 ag-2: agonists of human nuclear receptor NR2E3; Q9Y5X4; GST-NR2E3/biotin-RetCOR TR-FRET, 1536-well; inhibition of corepressor binding, % at 4.78 µM; 320,000 compounds, 0.12% hits; AID 2300;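 active means percent inhibition above the cutoff of mean plus 3 SD of all tested compounds, set per screening campaign, cut at about 20% in these data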;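 further: 0% = DMSO wells and 100% = biotin wells as full block of FRET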
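System: GST-NR2E3 and biotin-RetCOR proteins; probe or stimulus: 7 nM biotin-RetCOR; doses: compound at 4.8 µM, single dose; schedule: Compound–protein incubation for 5 h at 4 °C; detection: time-resolved FRET; read-out: percent inhibition; controls: biotin wells as high control, 0.6% DMSO wells as low control; format: 1536-well plates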
Peg3 prom inh: inhibitors of Peg3 promoter. HeLa PEG-Prom luciferase reporter, luminescence, overnight. 360,000 compounds, 1.7% hits. inhibition, % at 20 µM;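 active means inhibition of at least 50% at 20 µM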
PDI turbidity: blocks human protein disulfide isomerase activity; AID 588391; P07237; inhibition, % at 10 µM; 350,000 compounds, 0.052% hits; PDI insulin aggregation turbidity, A650, 90 min;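 active means mean inhibition across replicates of 30% or more, whatever share of single replicates reach that level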;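 further: absorbance from insulin aggregation driven by PDI reduction with DTT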
Target sequence (P07237 whole entry, looked up): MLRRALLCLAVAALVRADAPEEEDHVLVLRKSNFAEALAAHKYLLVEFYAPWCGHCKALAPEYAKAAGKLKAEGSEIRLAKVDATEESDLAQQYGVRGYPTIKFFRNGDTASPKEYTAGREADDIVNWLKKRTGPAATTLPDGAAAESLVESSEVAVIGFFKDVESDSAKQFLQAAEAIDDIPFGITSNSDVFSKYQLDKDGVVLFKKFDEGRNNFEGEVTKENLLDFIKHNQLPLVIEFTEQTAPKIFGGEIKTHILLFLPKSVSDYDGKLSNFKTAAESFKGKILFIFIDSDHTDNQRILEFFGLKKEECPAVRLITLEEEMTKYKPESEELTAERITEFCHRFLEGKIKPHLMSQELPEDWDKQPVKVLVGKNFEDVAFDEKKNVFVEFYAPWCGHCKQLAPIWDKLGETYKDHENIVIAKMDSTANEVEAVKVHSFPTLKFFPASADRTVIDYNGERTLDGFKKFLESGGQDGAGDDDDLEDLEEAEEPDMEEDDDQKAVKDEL
CaV13 FRET inh: Disruptors of the CACNA1D IQ motif to Ca2+-dependent inactivation inhibitor domain association, primary screening, Förster resonance energy transfer in intact living …; HEK cells, CFP/YFP FRET ICDI-IQ, plate reader, 10 min; percent FRET-ratio fall versus neutral wells; inhibition, % at 12.3 µM; 340,000 compounds, 0.098% hits;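 active means mean replicate inhibition of at least 30% and at least 1% of replicates passing that level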;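 further: 0% = median of the neutral control wells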
TRPM1 prom inh: MITF TRPM1 promoter inhibition in SK-MEL-5 cells; inhibition, % at 12.5 µM; SK-MEL-5 TRPM1 promoter luciferase, 24 h; AID 488899; 330,000 compounds, 0.83% hits;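 active means mean inhibition across replicates of 60% or more, whatever share of single replicates reaches that level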; further: values of inactives mirror those of a sister screen read the other way
Cardio protect: protects H9c2 cardiomyocytes from peroxide injury | 360,000 compounds, 0.63% hits | protection from H2O2 cell death, % at 20 µM | AID 588492 | H2O2 injury protection, ATPLite, 2 h;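 active means compounds giving at least 50% protection of heart cells from peroxide-induced death in the single-dose screen, raw or plate-pattern-corrected value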;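 further: 0% = DMSO wells with peroxide and 100% = DMSO wells without peroxide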
iPSC survival up: enhancers of human iPSC single-cell survival; hiPSC single-cell survival, ATPlite luminescence; 100% = ROCK inhibitor wells, 0% = DMSO; survival enhancement, % at 20 µM; 360,000 compounds, 0.044% hits; in the data active means survival enhancement above about 18%;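 further: cells exposed to compounds for 16 hours before the ATP read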
m5-HT2A agonist: mouse HTR2A agonism via beta-arrestin recruitment; P35363; CHO-K1 mHTR2A beta-arrestin complementation, luminescence; percent of 30 µM serotonin response; activation, % at 7.6 µM; 360,000 compounds, 0.66% hits; AID 624169;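 active means activation above a run cutoff, the mean activation of all tested compounds plus 3 SD, cut at about 14% in these data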;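 further: 0% = plate median of compound wells and 100% = 30 µM serotonin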
Shn3 3UTR inh: reduces Shn3 3'UTR luciferase signal in osteoblasts | Clone20 osteoblast Shn3 3'UTR firefly luciferase, 24 h | inhibition, % at 12.5 µM | 360,000 compounds, 0.52% hits;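 active means mean inhibition of at least 75% with every replicate also reaching 75%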;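 further: 0% = median of neutral control wells and 100% = pilot-screen positive control compound; some compounds past the cut are filed as inactive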
* = called active by the depositor; . = not tested or not shown.

no.	SMILES	NR2E3 ag-1	HIF-2a block	NR2E3 ag-2	Peg3 prom inh	PDI turbidity	CaV13 FRET inh	TRPM1 prom inh	Cardio protect	iPSC survival up	m5-HT2A agonist	Shn3 3UTR inh
1	Cc1nnc(Nc2ccc(S(N)(=O)=O)cc2)c2ccccc12	2	-13	-3	-12	-7	-5	-4	-1	-0.4	9	3
2	COc1ccccc1/C=N/NC(=O)C(C)Cn1cnc2ccccc21 (configuration not stated)	-13	1	3	3	-2	2	5	-2	-0.2	6	-3
3	CCOC(=O)C1=C(COC(=O)Cc2ccccc2F)NC(=O)NC1C (configuration not stated)	-6	-5	-1	8	9	-7	3	2	-0.1	0	8
4	O=C(O)COCC(=O)NCc1nc(-c2ccc(C(F)(F)F)cc2)no1	-16	10	6	20	-4	-19	-2	-1	-0.4	-1	10
5	C=CCn1c(=O)n(C)c2c(=O)n(C)c(=O)n(C)c21	11	12	.	17	-9	-6	4	4	0.2	3	10
6	O=C(Nc1ccnn1C1CCNCC1)c1ccc2c(c1)OCO2	-18	-6	.	-1	4	-2	0	0	-3.8	0	2
7	CC1=C(C(=O)OCc2ccccc2)C(c2ccc(C)o2)C2=C(CCCC2=O)N1 (configuration not stated)	-3	0	2	15	8	.	5	-12	2.3	-6	27
8	CCn1ccc(C(=O)Nc2ccc(Cl)cn2)n1	-103	-293	2	-192	.	-3	.	-1	-1.3	1	-91
9	CC(=O)Cn1c2ccccc2n2nc(CCC(=O)O)c(=O)nc12	-1	9	1	8	-3	-14	-1	-4	0.3	-2	2
10	O=C(COc1ccc(S(=O)(=O)N2CCOCC2)cc1)Nc1ccc(Cl)c(C(F)(F)F)c1	-16	19	1	26	-2	-8	19	-18	-1.7	-5	43
11	CNC(=O)CSc1nnc(-c2ccco2)n1-c1cccc(OC)c1	-5	9	1	-10	2	-20	9	0	0.5	-2	2
12	CC1Cc2ccccc2N1C(=O)c1cnc2sccn2c1=O (configuration not stated)	19	-17	0	-9	.	11	10	8	-0.8	1	-13
13	CC(=O)Nc1cccc(C(=O)NNC(=O)c2ccc(-n3cnnn3)cc2)c1	-35	1	.	-3	-4	-5	-7	0	4.4	2	-28
14	COc1cccc(N=C2SC(C(=O)Nc3ccccc3F)CC(=O)N2C)c1 (configuration not stated)	18	11	-1	7	4	.	2	-1	0.0	-1	3
15	CN(CCNC(=O)C1CC(=O)N(C2CCCC2)C1)Cc1ccccc1 (configuration not stated)	-10	-3	4	7	-6	-6	14	-1	6.5	7	13
16	C=CCOc1ccc(/C=C/C(=O)OCC(=O)NCCC2=CCCCC2)cc1	12	8	-2	-7	-3	-6	5	-9	-0.5	8	-35
17	Cc1nc2cc(NC(=O)NC3CC3)ccc2n1C	18	-18	3	-38	10	-7	-18	8	3.8	2	3
18	CC(C)C(OC(=O)CN1C(=O)COc2ccccc21)C(=O)NC1CCCC1 (configuration not stated)	-3	22	4	0	12	-4	-7	0	0.0	1	1
19	Cc1ccsc1/C=N/NC(=O)CNC(=O)c1ccc(S(=O)(=O)N(C)C)cc1	25	15	0	-5	0	8	-7	-1	6.3	-1	2
20	CCCNC(=O)c1ccc(C)c(NC(=O)C2=C(C)OCCS2)c1	-4	17	-4	14	-11	-4	-3	2	0.6	0	11
21	O=C(NCc1cccnc1)c1cc(C2CCCCN2C(=O)CCCc2ccccc2)on1 (configuration not stated)	-6	23	.	8	0	-4	.	-2	13	-3	8
22	CCOCCCNC(=O)c1ccc(OC)c(OC2CCN(C(C)C)CC2)c1	-2	12	0	7	-4	-10	4	4	-0.2	2	17
23	OCC[C@H]1C[C@H](O)[C@@H](O)[C@]2(CCCc3ccccc3O2)O1	10	-10	-1	-4	11	-9	-8	4	-1.0	4	1
24	Nc1c(N(CCO)C(=O)COc2ccc(Cl)cc2)c(=O)[nH]c(=O)n1Cc1ccccc1	-2	14	-1	8	9	-4	2	-4	-0.3	-3	-8
25	Cc1cccc(N2C(=O)C(O)=C(C(=O)c3cccs3)C2c2ccc(Cl)cc2)n1 (configuration not stated)	22	22	2	12	-3	-16	-7	3	0.7	3	-28
26	Cc1cc(Br)ccc1NC(=O)CN1C(=O)C2CC=CCC2C1=O (configuration not stated)	-11	-8	4	0	4	-6	6	1	-2.5	0	4
27	CC(=O)Nc1ccc(S(=O)(=O)NNC(=O)c2ccc3c(c2)OCO3)cc1	-2	11	0	8	6	-4	12	0	1.2	-4	-4
28	O=C(Nc1ccccc1)c1ccc(-c2ccc(Br)cc2)o1	-11	-288	7	-225	-11	-3	-19	-8	-1.3	2	-53
29	C=CCN(C(=O)c1oc2c(Cl)cc(C)cc2c1C)C1CCS(=O)(=O)C1 (configuration not stated)	-142	-244	-1	-265	4	-6	-106	-9	-0.1	7	-76
30	CN1CCN(C2CC(=O)N(CCc3ccccc3)C2=O)CC1 (configuration not stated)	-5	18	-4	6	-8	-3	2	1	-0.7	-4	14
31	COc1ccc(OC)c(CN2CCN(C(=O)CN3C(=O)NC4(CCCC4)C3=O)CC2)c1	4	7	-1	-1	-5	-4	6	1	-0.4	-4	-8
32	O=C(COC(=O)CCc1nc2ccccc2s1)Nc1ccc(Cl)cn1	-3	17	1	6	6	-4	10	1	-0.3	2	-9
33	Cc1cc(C)c(NC(=O)CSc2nc3ccncc3[nH]2)c(C)c1	7	5	-2	-4	-1	-5	2	-8	-0.6	1	5
34	Cc1cccc(C)c1OCc1cc(C(=O)N2CCC(c3ccncc3)CC2)no1	86*	-206	0	-214	-1	-6	-27	-19	-0.3	5	72
35	CC1CC=CCC1(CO)CO (configuration not stated)	28	3	.	-3	5	-6	1	2	-1.9	7	16
36	O=C(CSc1nc2nc[nH]c2c(=O)[nH]1)NC1CCCCC1	-20	14	-2	20	-6	-4	-5	4	3.4	3	13
37	Cc1cc(NC(=O)c2ccc(NC(=O)C(C)Oc3ccccc3)cc2)no1 (configuration not stated)	-68	5	5	1	-11	-4	-5	-3	-0.9	0	12
38	Cc1nc(C(=O)Nc2cccc(Cl)c2)nn1-c1cc(OC(C)C)c(Cl)cc1Cl	-7	13	-5	20	5	-4	6	-5	0.4	8	4
39	CN(CC(=O)Nc1ccccc1Cl)C1CCS(=O)(=O)C1 (configuration not stated)	29	0	0	-14	4	-5	-1	1	-0.5	-2	16
40	CN(C)[C@@H](CO)c1nnc([C@H](CC(=O)O)NC(=O)C2CCNCC2)o1	6	8	2	0	-10	-6	-1	9	1.5	4	-35

11 structures from above, sorted by molar mass, low to high.
no.	SMILES	NR2E3 ag-1	HIF-2a block	NR2E3 ag-2	Peg3 prom inh	PDI turbidity	CaV13 FRET inh	TRPM1 prom inh	Cardio protect	iPSC survival up	m5-HT2A agonist	Shn3 3UTR inh
35	CC1CC=CCC1(CO)CO (configuration not stated)	28	3	.	-3	5	-6	1	2	-1.9	7	16
30	CN1CCN(C2CC(=O)N(CCc3ccccc3)C2=O)CC1 (configuration not stated)	-5	18	-4	6	-8	-3	2	1	-0.7	-4	14
36	O=C(CSc1nc2nc[nH]c2c(=O)[nH]1)NC1CCCCC1	-20	14	-2	20	-6	-4	-5	4	3.4	3	13
39	CN(CC(=O)Nc1ccccc1Cl)C1CCS(=O)(=O)C1 (configuration not stated)	29	0	0	-14	4	-5	-1	1	-0.5	-2	16
28	O=C(Nc1ccccc1)c1ccc(-c2ccc(Br)cc2)o1	-11	-288	7	-225	-11	-3	-19	-8	-1.3	2	-53
40	CN(C)[C@@H](CO)c1nnc([C@H](CC(=O)O)NC(=O)C2CCNCC2)o1	6	8	2	0	-10	-6	-1	9	1.5	4	-35
32	O=C(COC(=O)CCc1nc2ccccc2s1)Nc1ccc(Cl)cn1	-3	17	1	6	6	-4	10	1	-0.3	2	-9
27	CC(=O)Nc1ccc(S(=O)(=O)NNC(=O)c2ccc3c(c2)OCO3)cc1	-2	11	0	8	6	-4	12	0	1.2	-4	-4
29	C=CCN(C(=O)c1oc2c(Cl)cc(C)cc2c1C)C1CCS(=O)(=O)C1 (configuration not stated)	-142	-244	-1	-265	4	-6	-106	-9	-0.1	7	-76
34	Cc1cccc(C)c1OCc1cc(C(=O)N2CCC(c3ccncc3)CC2)no1	86*	-206	0	-214	-1	-6	-27	-19	-0.3	5	72
38	Cc1nc(C(=O)Nc2cccc(Cl)c2)nn1-c1cc(OC(C)C)c(Cl)cc1Cl	-7	13	-5	20	5	-4	6	-5	0.4	8	4

By substructure, the compounds so far containing a thiophene ring, fused or not
no.	SMILES	NR2E3 ag-1	HIF-2a block	NR2E3 ag-2	Peg3 prom inh	PDI turbidity	CaV13 FRET inh	TRPM1 prom inh	Cardio protect	iPSC survival up	m5-HT2A agonist	Shn3 3UTR inh
19	Cc1ccsc1/C=N/NC(=O)CNC(=O)c1ccc(S(=O)(=O)N(C)C)cc1	25	15	0	-5	0	8	-7	-1	6.3	-1	2
25	Cc1cccc(N2C(=O)C(O)=C(C(=O)c3cccs3)C2c2ccc(Cl)cc2)n1 (configuration not stated)	22	22	2	12	-3	-16	-7	3	0.7	3	-28

Later entries:
no.	SMILES	NR2E3 ag-1	HIF-2a block	NR2E3 ag-2	Peg3 prom inh	PDI turbidity	CaV13 FRET inh	TRPM1 prom inh	Cardio protect	iPSC survival up	m5-HT2A agonist	Shn3 3UTR inh
41	O=C(c1ccccn1)N1CCN(C(=O)c2ccccn2)CC1	0	10	3	5	14	-3	4	1	-2.5	3	3
42	COc1ccccc1CNC(=O)Cn1ccsc1=N	4	4	-1	-1	-1	.	-5	7	-0.4	-2	-27
43	COc1cccc(/C=C2\Oc3ccc(O)cc3C2=O)c1O	-98	-159	-2	-174	2	-8	-17	-19	-0.7	3	-3
44	Cc1cccc(CC2CC(=O)N(CCc3ccc4c(c3)OCO4)C2=O)c1 (configuration not stated)	-8	11	7	14	-8	-1	21	3	-1.1	-5	-4
45	CCOC(=O)C1(Cc2cccc(F)c2)CCN(C(=O)C2CCOCC2)CC1	-18	13	2	10	2	-5	-17	-2	-0.2	-3	-10
46	O=C(Cn1cc2c(n1)CCCCC2)Nc1c(F)c(F)cc(F)c1F	-15	5	2	-6	.	6	-12	2	2.3	4	-6
47	Cc1ccc(NC(=O)COc2ccc3c(c2)CCC3)nc1	-19	-316	3	-456	-7	-4	-90	-17	0.9	-1	-13
